From PubChem BioAssay
Rpn11 inh: Rpn11 (PSMD14) deubiquitinase inhibitors, primary screen, biochemical, fluorescence polarization, uHTS. calls only at 20 µM. human 26S proteasome, Ub4-pepOG fluorescence polarization; 20S core pre-blocked with epoxomicin. 26S proteasome non-ATPase regulatory subunit 14 (Homo sapiens), O00487. 360,000 tested, 0.59% active. AID 588493, 2011;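 active = inhibition at 20 µM, scaled to each plate's controls, above about 33%, limit read from the data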
Target sequence (O00487 whole entry, looked up): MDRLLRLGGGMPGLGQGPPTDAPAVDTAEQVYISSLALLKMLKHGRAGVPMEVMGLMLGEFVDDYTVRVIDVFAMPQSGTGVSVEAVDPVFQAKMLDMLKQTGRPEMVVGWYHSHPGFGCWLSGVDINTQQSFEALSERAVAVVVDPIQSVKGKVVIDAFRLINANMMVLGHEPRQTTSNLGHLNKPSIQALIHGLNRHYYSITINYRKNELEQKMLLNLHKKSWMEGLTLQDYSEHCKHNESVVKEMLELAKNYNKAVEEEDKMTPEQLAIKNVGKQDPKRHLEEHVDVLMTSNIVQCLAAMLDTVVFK
STEP inh: STEP phosphatase inhibitors, primary screen, biochemical, fluorescence intensity, uHTS; recombinant STEP, OMFP fluorogenic substrate; inhibition, % at 20 µM; 360,000 tested, 0.25% active;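 active = inhibition at 20 µM, scaled per plate between control wells, above about 37%, limit read from the data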;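 note: 0% = DMSO with enzyme and substrate and 100% = substrate only without enzyme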
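Material: STEP (striatal-enriched tyrosine phosphatase) enzyme, cell-free; Compound dosing: 20 µM single dose in 1% DMSO; Technique: fluorescence read at 480 nm ex / 540 nm em; Times: reaction 20 min, ambient temperature; Medium: 50 mM Bis-Tris pH 6.0 with 2.5 mM DTT and 0.005% Tween 20; Also added: OMFP at 25 µM.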
LMPTP inh: LMPTP phosphatase inhibitors, primary screen, biochemical, fluorescence intensity, uHTS; inhibition, % at 20 µM; 360,000 tested, 0.22% active; Low molecular weight phosphotyrosine protein phosphatase (Homo sapiens), P24666; recombinant LMPTP-A, OMFP fluorogenic substrate;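 active = compounds that cut the enzyme signal by at least half of the control window in the single-dose screen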;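 note: plate controls were DMSO wells with enzyme plus substrate for no effect and substrate without enzyme for full effect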
Target sequence (P24666 whole entry, looked up): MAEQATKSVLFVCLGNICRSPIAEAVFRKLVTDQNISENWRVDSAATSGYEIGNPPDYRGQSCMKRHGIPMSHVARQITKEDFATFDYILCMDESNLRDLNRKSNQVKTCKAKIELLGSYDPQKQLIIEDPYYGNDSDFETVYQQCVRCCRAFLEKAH
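Material: LMPTP-A; amount: 0.625 nM enzyme; doses: single 20 µM dose; times: reaction 50 min, room temperature, dark; technique: fluorescence intensity of OMFP turnover product; benchmarks: no-enzyme and uninhibited controls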
SUMO1-SIM PPI: modulators of SUMO1 protein-protein interactions, primary screen, biochemical, uHTS | 360,000 tested, 0.33% active | AID 602429, 2012 | SUMO1 binding to a labelled peptide, TR-FRET, 1 h | Small ubiquitin-related modifier 1 (Homo sapiens), P63165 | inhibition, % at 20 µM; in the data active = inhibition above about 37%
DNMT1 block: human DNMT1 methyltransferase inhibitors, primary screen, biochemical, molecular beacon, fluorescence, HinP1I cleavage, uHTS | inhibition (reported as % activation of signal), % at 10 µM | DNA (cytosine-5)-methyltransferase 1 (Homo sapiens), P26358 | AID 588458, 2011 | 360,000 tested, 0.83% active; in the data active = inhibition above about 50%
Tb MetRS inh: T. brucei MetRS inhibitors, primary screen, biochemical, luminescence; purified T. brucei MetRS, ATP depletion, Kinase-Glo luminescence; inhibition, % at 11.9 µM; 360,000 tested, 0.4% active; AID 624268, 2012;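 active = inhibition above a per-plate cutoff of the control wells' mean inhibition plus 3 SD, cut at about 5.5% in these data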;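 note: 0% = DMSO wells median and 100% = median of wells with control inhibitor compound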
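Dosing: 11.9 µM single point; system: parasite MetRS enzyme; technique: luminescence of leftover ATP; times: 15 min enzyme-compound preincubation, 2 h reaction, 10 min detection, 25 °C; replicates: each compound tested once; read-out basis: percent inhibition relative to median high and low control wells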
MsrA inhibitor: bovine MsrA enzyme inhibitors, primary screen, biochemical, absorbance, HTS; inhibition, % at 15.5 µM; 360,000 tested, 0.75% active; purified bovine MsrA, absorbance read-out; AID 651718, 2012; in the data active = inhibition above about 4.5%;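 note: 0% = vehicle wells with enzyme and 100% = reference inhibitor wells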
NadD inh: inhibitors of S. aureus NadD, primary screen, biochemical, colorimetric, uHTS. Nicotinate-nucleotide adenylyltransferase NadD (Staphylococcus aureus N315). AID 602399, 2012. 360,000 tested, 0.78% active. inhibition, % at 20 µM. purified NadD enzyme, colorimetric absorbance read-out; in the data active = inhibition above about 26%; note: some compounds past the cut are filed as inactive
CSN inh: inhibitors of CSN-mediated cullin deneddylation, primary screen, biochemical, fluorescence polarization, uHTS; COP9 signalosome complex subunit 5 (Homo sapiens), Q92905; Purified CSN, SCF-Nedd8-OG deneddylation; inhibition, % at 12.5 µM; 360,000 tested, 0.38% active;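 active = pattern-corrected inhibition above about 35%, with an unprinted fluorescence ratio check between 0.5 and 1.5, limit read from the data, passing the limit was not always enough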;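 note: 0% = enzyme with substrate and 100% = substrate without enzyme; some results filed as inactive read as strong as hits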
Target sequence (Q92905 whole entry, looked up, one chain of several): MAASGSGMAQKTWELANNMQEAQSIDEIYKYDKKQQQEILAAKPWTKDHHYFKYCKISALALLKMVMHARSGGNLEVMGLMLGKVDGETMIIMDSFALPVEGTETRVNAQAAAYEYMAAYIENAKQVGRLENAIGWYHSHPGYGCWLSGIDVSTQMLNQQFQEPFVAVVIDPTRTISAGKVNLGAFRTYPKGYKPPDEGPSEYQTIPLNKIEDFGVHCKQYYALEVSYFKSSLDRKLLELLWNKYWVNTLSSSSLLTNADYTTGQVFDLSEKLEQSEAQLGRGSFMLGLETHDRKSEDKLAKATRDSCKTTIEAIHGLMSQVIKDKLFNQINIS
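Assay system: purified human Csn5 enzyme expressed in HEK293T cells; measure: % inhibition; also added: SCFSkp2-Nedd8OG substrate at 10 nM final; technique: fluorescence polarization; times: reaction 90 min, room temperature; medium: Tris buffer pH 7.5, NaCl, DTT, Tween-20, trehalose, ovalbumin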
Scp1 inh: Scp-1 phosphatase inhibitors, primary screen, biochemical, colorimetric, uHTS | 340,000 tested, 0.88% active | Carboxy-terminal domain RNA polymerase II polypeptide A small phosphatase 1 (Homo … | Recombinant Scp1, phosphopeptide, malachite green phosphate absorbance | inhibition, % at 20 µM | AID 493091, 2011;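 active = inhibition above about 50% at 20 µM, limit read from the data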;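 note: plate controls were DMSO wells with enzyme for no effect and wells lacking enzyme for full effect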
Target sequence (Q9GZU7 76-261 limits assumed): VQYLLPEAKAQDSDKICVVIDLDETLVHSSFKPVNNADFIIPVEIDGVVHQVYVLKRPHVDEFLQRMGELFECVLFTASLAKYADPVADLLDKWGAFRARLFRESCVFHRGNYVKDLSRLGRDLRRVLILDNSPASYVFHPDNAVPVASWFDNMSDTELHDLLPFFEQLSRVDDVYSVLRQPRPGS
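Incubation: 45 min enzyme reaction at room temperature / System: truncated SCP-1 phosphatase (76-261aa) / Reagent: Phospho 17-mer peptide substrate / Buffer or medium: Acidic Tris acetate buffer with magnesium and detergent / Signal: absorbance at 630 nm / Doses: one concentration, 20 µM, with 1.0% DMSO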
* hit, by the source's call; i = inactive; · = not tested or not shown.

Rpn11 inh | SUMO1-SIM PPI | STEP inh | LMPTP inh | MsrA inhibitor | Tb MetRS inh | SMILES | Scp1 inh | NadD inh | CSN inh | DNMT1 block
i | 0.1 | 2.8 | -1.7 | -0.5 | -0.2 | CCSc1nc(O)c(C2OC(=O)c3c2ccc(OC)c3OC)c(=O)n1CC (configuration not stated) | -1.3 | -1.5 | 6.6 | 3.0
i | -0.3 | 3.0 | -0.3 | -0.7 | -0.5 | Cc1cc(C)n(-c2nc3c(c(=O)[nH]c(=O)n3C)n2CC(O)c2ccccc2)n1 (configuration not stated) | -8.5 | 0.1 | 0.0 | 3.7
i | 2.2 | -0.7 | 3.3 | -2.4 | -1.0 | O=S(=O)(c1ccccc1)N1CCN(Cc2ccccc2C(F)(F)F)CC1 | -4.7 | -2.5 | 2.3 | -1.1
i | -19.2 | -3.0 | -0.4 | 2.0 | -0.4 | COc1ccc2oc(C(=O)Nc3nccs3)c(C)c2c1 | · | -0.1 | -0.5 | -2.3
i | 2.6 | 2.6 | 2.2 | 2.4 | -0.3 | CCOC(=O)C1CCN(C2CCN(Cc3nc(-c4ccccc4)no3)CC2)CC1 | -5.0 | -4.2 | 12.6 | 0.5
i | 0.3 | -1.7 | -0.2 | 0.8 | 0.0 | CCCS(=O)(=O)N1CCC(C(=O)N2CCN(C(=O)OCC)CC2)CC1 | 3.6 | 4.3 | -2.8 | 2.1
i | -0.1 | -3.1 | -2.2 | -0.4 | -1.8 | CC(C)N1C(=O)c2ccccc2C1C(=O)NC1CCCCCC1 (configuration not stated) | 5.9 | 1.4 | 1.9 | -2.4
i | 3.5 | 0.0 | 1.2 | -1.1 | 0.4 | Cc1occc1-c1nnc(SCC(=O)Nc2ccccc2)n1CCc1ccccc1 | -2.2 | -3.8 | 3.9 | 1.4
i | -4.5 | -1.0 | -0.1 | -0.2 | -0.6 | COc1ccc(C(c2nnnn2Cc2ccccc2)N2CCN(c3ccccc3)CC2)cc1 (configuration not stated) | -2.0 | -3.3 | -2.7 | -4.7
i | 4.1 | -0.1 | -0.5 | 1.3 | 0.4 | Cc1coc2cc3oc(=O)c(CCC(=O)NCCCN4CCCC4=O)c(C)c3cc12 | 1.4 | -3.3 | 0.7 | -0.8
i | -2.0 | -2.5 | 0.1 | -1.6 | -0.7 | Cc1nc2cc(CO)ccc2n1C | -6.1 | -7.2 | 2.9 | 0.7
i | -1.5 | 3.9 | 0.0 | 1.4 | 0.0 | O=C(OCC(=O)N1CCC(c2ccccc2)=N1)c1ccc([N+](=O)[O-])s1 | -2.0 | -12.1 | 16.0 | 20.9
i | 1.2 | -1.2 | 1.7 | 0.2 | -0.6 | COc1cc(C(C(=O)NC2CCCCC2)N(C(=O)c2snc(C(N)=O)c2N)c2ccc(C)cc2)ccc1O (configuration not stated) | -7.1 | 0.3 | 4.0 | -7.9
i | -0.4 | 2.4 | 0.4 | -1.6 | -0.2 | O=C(NN1CCOCC1)c1ccc(Cl)s1 | -8.7 | -5.3 | -3.6 | -0.1
i | -3.1 | 1.5 | -0.5 | -1.0 | -0.3 | Cc1onc(-c2ccccc2)c1CNC(=O)CN1C(=O)c2ccccc2C1=O | -2.2 | -0.5 | 1.6 | -2.0
i | 2.5 | 3.0 | 11.3 | -0.8 | 0.0 | Cc1nc(NCc2ccccc2)c2cc[nH]c2n1 | -11.0 | -6.8 | -1.8 | 0.0
i | 1.0 | 0.0 | -0.6 | -0.6 | 0.0 | COc1ccc(CN2CCN(C(=O)CCC(=O)c3ccc(C)s3)CC2)cc1OC | -6.8 | 10.6 | 6.1 | -6.7
i | -7.0 | 17.1 | 0.1 | -0.7 | -0.3 | CCn1c(SCC(=O)NC2CCCCC2)nnc1-c1cccs1 | -2.2 | -3.9 | -6.5 | -0.1
i | 2.0 | -5.5 | -0.9 | 0.8 | -0.5 | CC(C)(O)C(=O)NN(Cc1ccccc1)c1ccccc1 | -6.9 | 1.2 | 2.6 | 2.1
i | 5.3 | 2.8 | -1.1 | 0.1 | -0.6 | C[C@H]1CN([C@@H](C)CO)C(=O)CCCn2cc(nn2)CO[C@@H]1CN(C)C(=O)Nc1ccccc1C(F)(F)F | · | 1.8 | -7.0 | 2.9
i | 2.7 | -3.4 | -0.8 | -0.3 | -0.6 | COc1ccc(CN2CCn3nc(C(=O)NC(C)C)cc3C2=O)cc1 | -6.5 | 3.0 | 7.7 | 0.8
i | 0.9 | -0.2 | -1.3 | 1.9 | 0.0 | COc1ccc(N2C(=O)CC3(CCCC3)CC2=O)cc1 | 9.6 | 4.9 | -0.7 | 4.5
i | -14.1 | 1.0 | -1.1 | 0.9 | 2.4 | Cc1ccc2cc(/C=C/C(=O)c3ccco3)c(Cl)nc2c1 | -0.7 | 2.1 | 22.5 | -4.4
i | -0.1 | 0.9 | -1.3 | 1.4 | 0.4 | CC(=O)Nc1nnc(SCc2ccccc2F)s1 | -7.2 | 7.2 | -4.2 | -0.6
i | -1.2 | 1.0 | 0.6 | 0.8 | -1.3 | O=C(CCc1nnc(Cc2ccc3c(c2)OCO3)o1)NCc1nc2ccccc2s1 | -6.6 | -3.4 | -0.8 | -5.9
i | 4.5 | -3.7 | 0.8 | -1.8 | -0.1 | O=S(=O)(Nc1ccc2cn[nH]c2c1)c1ccc(C(F)(F)F)cc1 | -7.3 | 3.3 | 1.9 | -1.1
i | 33.4 | 1.4 | -0.8 | -0.2 | -0.2 | CC(C)CCn1c(SCCc2ccccc2)nc2c1c(=O)[nH]c(=O)n2C | -7.5 | 3.2 | -0.7 | 0.5
i | 9.0 | -1.0 | 0.3 | -0.2 | -0.5 | CCOC(=O)c1c(NC(=O)COC(=O)CCNS(=O)(=O)c2ccccc2)sc(C(=O)N(C)C)c1C | -1.2 | -6.1 | 3.7 | -0.5
i | 16.2 | -2.6 | 8.2 | 2.8 | 0.0 | O=C(Oc1coc(CSc2nnc(NC(=O)c3cccs3)s2)cc1=O)c1ccccc1 | 22.0 | 17.8 | 6.6 | 31.8
i | 3.3 | -2.4 | -1.5 | -1.3 | -0.2 | CCc1nnc(NC(=O)CN2CCCC(C)C2)s1 (configuration not stated) | -3.5 | 0.9 | -0.4 | -2.3
i | -2.0 | 2.0 | -2.0 | 1.2 | 0.0 | CCCN1CCC(=NNC(=O)c2ccc(Br)o2)CC1 | -3.8 | 11.7 | -1.9 | -0.1
i | 5.3 | 4.8 | 0.9 | 0.4 | -0.1 | CC1Cc2ccccc2N1C(=O)Cn1c(=O)oc2cc(S(=O)(=O)N3CCCCC3)ccc21 (configuration not stated) | -13.2 | 0.9 | -4.5 | -2.8
i | 2.9 | -6.9 | -0.5 | 0.5 | -0.4 | Cc1ccc(NC(=O)c2cc(-n3cnnc3)ccc2Cl)cc1 | -10.3 | -4.6 | 4.2 | 5.7
i | 6.7 | 2.5 | -2.4 | 0.2 | -0.3 | Cc1ccc(CC(=O)N2CCN(C(=O)C3CCCO3)CC2)cc1 (configuration not stated) | -3.6 | -0.4 | -1.2 | 0.4
i | -29.6 | -0.2 | 1.6 | 1.9 | 0.2 | Cc1ccc(C(=O)c2ccc([N+](=O)[O-])cc2)c(C)c1 | -16.5 | -6.2 | -5.2 | 3.9
i | 2.7 | -0.7 | -1.4 | 0.1 | 0.2 | O=C1CNC(c2ccccc2)C(c2ccccc2)N1 (configuration not stated) | · | -2.3 | -1.9 | 2.5
i | -0.2 | -2.2 | -0.6 | -0.8 | -1.4 | CCS(=O)(=O)N1CCC(C(=O)NCCN2CCN(Cc3ccccc3)CC2)CC1 | -2.5 | -1.6 | -0.8 | 0.5
i | -0.2 | -2.5 | -0.8 | 3.3 | -0.3 | Cc1cccn2c(=O)nc(SCC(=O)N3CCC(C)CC3)nc12 | -0.8 | -2.2 | 1.6 | 1.5
i | -19.2 | 1.8 | -0.8 | 0.4 | -0.3 | CC(CNC(=O)c1cc(Cl)ccc1[N+](=O)[O-])NC(=O)c1cc(Cl)ccc1[N+](=O)[O-] (configuration not stated) | -6.2 | -4.0 | 1.4 | 0.7
i | -1.9 | -1.0 | -0.1 | 0.0 | -0.1 | COc1cc(C(=O)Nc2nnc(CC(=O)N3CCOCC3)s2)cc(OC)c1OC | -6.7 | -4.0 | 8.6 | 1.2
i | -34.9 | 1.7 | 1.3 | 1.4 | -0.2 | CSc1ccc(S(=O)(=O)NCC(=O)OC2CCOC2=O)cc1[N+](=O)[O-] (configuration not stated) | 3.3 | -0.1 | 1.9 | 1.9
i | -12.5 | 58.3* | 0.6 | 0.7 | 0.5 | O=C(O)CSc1sc(=S)sc1SCC(=O)O | 75.7* | 0.6 | 2.1 | -2.0

Whole records from above:
Record of O=C(Oc1coc(CSc2nnc(NC(=O)c3cccs3)s2)cc1=O)c1ccccc1 = Rpn11 inh = i; SUMO1-SIM PPI = 16.2; STEP inh = -2.6; LMPTP inh = 8.2; MsrA inhibitor = 2.8; Tb MetRS inh = 0.0; Scp1 inh = 22.0; NadD inh = 17.8; CSN inh = 6.6; DNMT1 block = 31.8
Record of COc1ccc(N2C(=O)CC3(CCCC3)CC2=O)cc1 = Rpn11 inh = i; SUMO1-SIM PPI = 0.9; STEP inh = -0.2; LMPTP inh = -1.3; MsrA inhibitor = 1.9; Tb MetRS inh = 0.0; Scp1 inh = 9.6; NadD inh = 4.9; CSN inh = -0.7; DNMT1 block = 4.5

3 compounds out of the list above, sorted by the value under LMPTP inh, rising.
Compound	Rpn11 inh	SUMO1-SIM PPI	STEP inh	LMPTP inh	MsrA inhibitor	Tb MetRS inh	Scp1 inh	NadD inh	CSN inh	DNMT1 block
CCCN1CCC(=NNC(=O)c2ccc(Br)o2)CC1	i	-2.0	2.0	-2.0	1.2	0.0	-3.8	11.7	-1.9	-0.1
CCS(=O)(=O)N1CCC(C(=O)NCCN2CCN(Cc3ccccc3)CC2)CC1	i	-0.2	-2.2	-0.6	-0.8	-1.4	-2.5	-1.6	-0.8	0.5
CSc1ccc(S(=O)(=O)NCC(=O)OC2CCOC2=O)cc1[N+](=O)[O-] (configuration not stated)	i	-34.9	1.7	1.3	1.4	-0.2	3.3	-0.1	1.9	1.9
